Screening data (PubChem)
Mdm2 ligase inh – blocks human Mdm2 ubiquitin ligase activity. Q00987. cell-based MDM2 ubiquitination luciferase reporter, 2 h; 0 = plate control, 100 = twice control, blank-subtracted. signal enhancement, % at 5 µM. 210,000 tested, 0.11% active;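 active = signal enhancement of 30% or more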;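 also: luminescence tracks abundance of the self-degrading MDM2-luciferase fusion protein; higher signal means inhibition of MDM2 E3 ligase activity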
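Assay system: mammalian cells stably expressing self-ubiquitinating, self-degrading MDM2 E3–luciferase fusion. Quantity: 2000 cells in each well. Medium: DMEM culture medium. Compound dosing: single-point 5 µM. Timing: cell settling 4 h, compound treatment 2 h, both 37 °C. Technique: luciferase luminescence. Read-out basis: percent signal gain over controls, blank-subtracted. Benchmarks: plate controls and plate blanks.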
EBV gp42 block – inhibitors of Epstein-Barr virus glycoprotein 42 | inhibition, % (tested at 21.74 µM) | 220,000 tested, 0.42% active | AID 1085 | Q1HVG2 | Fluorescence polarization binding assay, mP read-out; in the data active = inhibition above about 50%
14-3-3 Bad PPI – disrupts binding of bovine 14-3-3 zeta to phospho-Bad peptide. P63103. TR-FRET 14-3-3zeta/Dy647-pBad peptide displacement, 1 h. inhibition, % at 21.7 µM. 220,000 tested, 0.71% active;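 active = inhibition above about 70%, limit read from the data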;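 also: 0% = full 14-3-3 plus peptide FRET controls and 100% = background without 14-3-3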
Target sequence (P63103 whole entry, looked up): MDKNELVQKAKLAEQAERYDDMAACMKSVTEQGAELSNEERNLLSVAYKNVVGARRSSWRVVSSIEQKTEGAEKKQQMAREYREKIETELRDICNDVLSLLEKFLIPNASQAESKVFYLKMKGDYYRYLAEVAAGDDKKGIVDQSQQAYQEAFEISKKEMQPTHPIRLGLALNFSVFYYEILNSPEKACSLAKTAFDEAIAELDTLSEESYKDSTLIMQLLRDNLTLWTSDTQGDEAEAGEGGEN
zVAD death inh – L929 zVAD cell death inhibition; L929 zVAD necroptosis rescue, ATP luminescence, 24 h; with zVAD 60 µM; AID 1377; viability rescue, % at 10 µM; 220,000 tested, 0.38% active;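 active = activation, scaled between plate controls, above about 75%, limit read from the data; inactive = activation under that limit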;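 also: 0% = zVAD with DMSO and 100% = DMSO alone without zVAD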
Hck Nef HTS – inhibitors of human Hck kinase activated by Nef | inhibition, % at 20 µM | 220,000 tested, 0.68% active | Recombinant Hck-YEEI plus Nef, Z-Lyte FRET kinase assay | P08631;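 active = Hck-Nef kinase inhibition above about 50%, limit read from the data; inactive = inhibition below that limit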;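 also: 0% = DMSO with Hck plus Nef and 100% = Hck alone without Nef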
NCF1 inh – blocks human p47phox regulatory protein of NADPH oxidases. inhibition, % at 24.7 µM. p47phox/p22phox peptide binding, fluorescence polarization, 2 h. 220,000 tested, 0.53% active;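 active = inhibition above about 30%, limit read from the data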;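 also: 0% = p47phox with labelled peptide and 100% = labelled peptide alone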
Target sequence (P14598 whole entry, looked up): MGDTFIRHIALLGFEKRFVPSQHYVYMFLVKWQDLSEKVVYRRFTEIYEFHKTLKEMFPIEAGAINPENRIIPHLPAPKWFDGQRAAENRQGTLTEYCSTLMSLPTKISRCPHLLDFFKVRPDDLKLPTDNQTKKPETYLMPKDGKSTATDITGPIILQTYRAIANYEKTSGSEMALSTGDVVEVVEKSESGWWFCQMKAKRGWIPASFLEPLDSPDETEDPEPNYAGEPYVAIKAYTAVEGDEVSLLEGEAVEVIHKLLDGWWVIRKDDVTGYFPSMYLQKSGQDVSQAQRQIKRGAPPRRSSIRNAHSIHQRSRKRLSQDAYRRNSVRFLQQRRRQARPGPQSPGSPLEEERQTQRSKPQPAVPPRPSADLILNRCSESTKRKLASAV
Tb hexokinase – blocks Trypanosoma brucei hexokinase 1 activity; recombinant TbHK1, G6PDH-coupled NADH A340; 220,000 tested, 0.11% active; inhibition, % at 10 µM; AID 1430;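 active = inhibition of 50% or more in the single-dose primary screen; inactive = inhibition below 50%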
Runt-SMMHC FRET – inhibitors of human RUNX1 Runt domain binding to CBFb-SMMHC; inhibition, % at 20 µM; Q01196+Q13951; Cerulean-Runt/Venus-CBFb-SMMHC FRET ratio 530/480, 1 h; 220,000 tested, 0.74% active;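 active = mean inhibition across duplicate retests at 20 µM reaching about 50%, limit read from the data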;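 also: 0% = DMSO wells and 100% = wells with excess untagged CBFb-SMMHC; inhibitors lower the FRET ratio by blocking Runt binding to CBFb-SMMHC; some results filed as inactive read as strong as hits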
Runt-CBFb FRET – blocks binding of human RUNX1 Runt domain to CBFb; inhibition, % at 20 µM; Q01196+Q13951; Cerulean-Runt/Venus-CBFb FRET ratio 530/480, 1 h; 220,000 tested, 0.46% active;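 active = inhibition over about 50% at 20 µM in the single-dose screen, limit read from the data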;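 also: 0% = DMSO wells and 100% = excess unlabeled CBFb competitor control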
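test system = Cerulean-tagged RUNX1 Runt domain (FRET donor) fusion protein | reagent = Venus-CBFb binding partner, 100 nM | incubation = protein complex preformed 1 h, compound exposure 1 h, room temperature, dark | detection = FRET fluorescence | read-out basis = loss of energy transfer signal | controls = 5 µM unlabeled CBFb as full-inhibition high control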
Starred values were filed as active, the others as inactive; / = no result given; [ ] = dose if it differs, or a comment.

1. OC1CCCN(Cc2cn(Cc3ccccc3)nc2-c2cc3ccccc3o2)C1 (stereo not given)
2. CCn1c(C)[n+](CC)c2ccc(S(=O)(=O)NC)cc21
3. CCn1ccc(C(=O)NC2=NCCS2)n1
4. Cc1ccc(NCC(=O)c2ccccc2)cc1Cl
5. CCC(Sc1ncccc1C(=O)O)C(=O)N1CCCC1 (stereo not given)

compound no.	1	2	3	4	5
Mdm2 ligase inh	-6.3	-2.7	-2.0	-21.9	-4.4
EBV gp42 block	-18.0	-28.9	-4.4	-11.4	-19.4
14-3-3 Bad PPI	-7.2	-1.1	-3.5[fluorescence artefact?]	0.8	11.6
zVAD death inh	2.2	1.7	0.4	-0.4	1.2
Hck Nef HTS	16.3	20.8	1.9	-0.6	-0.2
NCF1 inh	-14.3	-2.3	-14.4	-13.9	-13.3
Tb hexokinase	6.0	-5.3	5.7	1.8	-4.6
Runt-SMMHC FRET	0.6	8.7	-2.0	4.9	-3.5
Runt-CBFb FRET	0.6	-12.9	-0.3	2.0	0.5

6. Cc1cccc(NC(=O)C2C3C=CC(C4CC34)C2C(=O)O)c1 (stereo not given)
7. N#CCCN/N=C(\Cc1nc2ccccc2[nH]1)c1ccccc1
8. N#CC1=C(N)OC2=C(C(=O)CC(c3ccccc3)C2)C1c1cccnc1 (stereo not given)
9. Cn1c(=O)c([N+](=O)[O-])c(N2CCN(Cc3ccc4c(c3)OCO4)CC2)c2ccccc21
10. COCCn1cnnc1SCC(=O)c1ccc(S(=O)(=O)N2CCCC2)cc1

compound no.	6	7	8	9	10
Mdm2 ligase inh	0.3	-9.1	-6.8	/	-9.0
EBV gp42 block	4.0	-7.1	-6.8	-19.3	-22.6
14-3-3 Bad PPI	-5.7	-14.1	5.2	0.8	-3.6
zVAD death inh	-0.1	0.0	/	-1.2	1.9
Hck Nef HTS	1.4	0.5	-3.8	20.5	-0.9
NCF1 inh	2.3	-73.8	1.7	-17.1	-12.2
Tb hexokinase	0.6	-10.7	3.5	-16.9	-0.5
Runt-SMMHC FRET	3.5	-3.3	-4.0	-6.3	0.4
Runt-CBFb FRET	-1.4	2.5	-1.1	9.3	0.9

11. Cc1nn(Cc2ccccc2)c2c1C(c1ccco1)C(C#N)=C(N)O2 (stereo not given)
12. Cc1cc(N2CCN(C)CC2)ccc1NC(=O)c1c2c(nc3ccccc13)CCN(Cc1ccccc1)C2
13. Cc1ccc(SCC(=O)NCCC2=CCCCC2)cc1
14. CCOC(=O)C1=C(C)NC(=S)NC1c1cccs1 (stereo not given)
15. On1nnc2cc(C(F)(F)F)ccc21

compound no.	11	12	13	14	15
Mdm2 ligase inh	-4.7	-19.4	-21.2	-17.3	-3.9
EBV gp42 block	2.1	-1.7	-1.4	4.0	-5.1
14-3-3 Bad PPI	9.3	18.0	-9.8	-0.9	-3.8
zVAD death inh	0.6	-0.9	0.1	-0.2	1.8
Hck Nef HTS	3.7	11.5	0.0	0.7	-17.7
NCF1 inh	-7.6	-8.2	-9.4	-4.5	-4.7
Tb hexokinase	-15.9	3.1	-0.3	-6.8	-7.1
Runt-SMMHC FRET	-8.6	0.3	-0.9	-5.1	3.0
Runt-CBFb FRET	0.0	-0.7	-2.3	2.1	0.2

16. CN(CC(=O)Nc1ccccc1Br)Cc1nc2ccccc2c(=O)[nH]1
17. Cc1ccc(C(=O)OC2CCS(=O)(=O)c3sccc32)cc1 (stereo not given)
18. COc1ccc(-c2nc3c4ccccc4ccn3c2C=O)cc1
19. COc1cc2ccc(=O)oc2cc1OCC(O)C(C)(C)O (stereo not given)
20. COc1ccc(OC)c(C2C(C(=O)Nc3ccc(F)cc3)=C(C)Nc3nc(CCCO)nn32)c1 (stereo not given)

compound no.	16	17	18	19	20
Mdm2 ligase inh	-13.7	-7.9	-15.3	-43.2	-3.9
EBV gp42 block	-6.8	-3.1	-13.1	-17.2	-15.2
14-3-3 Bad PPI	7.6	6.5[fluorescence artefact?]	8.2	1.8	-5.6
zVAD death inh	0.0	0.4	1.0	1.1	2.4
Hck Nef HTS	6.9	1.9	23.3	32.7	-3.3
NCF1 inh	-8.2	-9.1	-9.0	4.6	-1.8
Tb hexokinase	-3.9	1.1	-10.7	-27.1	-15.2
Runt-SMMHC FRET	1.6	0.0	/	7.5	0.3
Runt-CBFb FRET	0.3	-0.9	/	4.4	0.8

21. CCCN1CCN(C(=S)Nc2ccccc2C(F)(F)F)CC1
22. NC(=O)CC(NC(=O)Cc1ccc(Cl)cc1)c1ccc(NCC2CC2)c([N+](=O)[O-])c1 (stereo not given)
23. Cc1ccc(N(C(C)C(=O)NCc2ccncc2)S(C)(=O)=O)cc1C (stereo not given)
24. O=C1c2ccccc2NC(c2cnc3ccccc3n2)N1O (stereo not given)
25. COc1ccccc1C1(CCNS(=O)(=O)c2ccc(C)cc2)CCOC(C(C)C)C1 (stereo not given)

compound no.	21	22	23	24	25
Mdm2 ligase inh	-8.4	13.3	-7.0	-1.0	-16.0
EBV gp42 block	-9.8	-22.9	3.9	-34.7	8.5
14-3-3 Bad PPI	1.7[fluorescence artefact?]	2.7	-0.1	-1.6	3.5[fluorescence artefact?]
zVAD death inh	0.2	1.1	0.8	8.0	1.2
Hck Nef HTS	1.0	27.0	-8.6	2.3	1.5
NCF1 inh	-2.9	-7.2	2.6	-8.5	-13.4
Tb hexokinase	0.5	5.8	2.0	-22.6	-5.0
Runt-SMMHC FRET	-3.8	-4.6	-3.7	3.1	6.1
Runt-CBFb FRET	-2.9	-3.4	-1.6	-1.9	-0.8

Sorted by count of non-hydrogen atoms (low to high): some entries from above
15. On1nnc2cc(C(F)(F)F)ccc21
14. CCOC(=O)C1=C(C)NC(=S)NC1c1cccs1 (stereo not given)
13. Cc1ccc(SCC(=O)NCCC2=CCCCC2)cc1
17. Cc1ccc(C(=O)OC2CCS(=O)(=O)c3sccc32)cc1 (stereo not given)
21. CCCN1CCN(C(=S)Nc2ccccc2C(F)(F)F)CC1
18. COc1ccc(-c2nc3c4ccccc4ccn3c2C=O)cc1
16. CN(CC(=O)Nc1ccccc1Br)Cc1nc2ccccc2c(=O)[nH]1

compound no.	15	14	13	17	21	18	16
Mdm2 ligase inh	-3.9	-17.3	-21.2	-7.9	-8.4	-15.3	-13.7
EBV gp42 block	-5.1	4.0	-1.4	-3.1	-9.8	-13.1	-6.8
14-3-3 Bad PPI	-3.8	-0.9	-9.8	6.5[fluorescence artefact?]	1.7[fluorescence artefact?]	8.2	7.6
zVAD death inh	1.8	-0.2	0.1	0.4	0.2	1.0	0.0
Hck Nef HTS	-17.7	0.7	0.0	1.9	1.0	23.3	6.9
NCF1 inh	-4.7	-4.5	-9.4	-9.1	-2.9	-9.0	-8.2
Tb hexokinase	-7.1	-6.8	-0.3	1.1	0.5	-10.7	-3.9
Runt-SMMHC FRET	3.0	-5.1	-0.9	0.0	-3.8	/	1.6
Runt-CBFb FRET	0.2	2.1	-2.3	-0.9	-2.9	/	0.3

22. NC(=O)CC(NC(=O)Cc1ccc(Cl)cc1)c1ccc(NCC2CC2)c([N+](=O)[O-])c1 (stereo not given)
20. COc1ccc(OC)c(C2C(C(=O)Nc3ccc(F)cc3)=C(C)Nc3nc(CCCO)nn32)c1 (stereo not given)

compound no.	22	20
Mdm2 ligase inh	13.3	-3.9
EBV gp42 block	-22.9	-15.2
14-3-3 Bad PPI	2.7	-5.6
zVAD death inh	1.1	2.4
Hck Nef HTS	27.0	-3.3
NCF1 inh	-7.2	-1.8
Tb hexokinase	5.8	-15.2
Runt-SMMHC FRET	-4.6	0.3
Runt-CBFb FRET	-3.4	0.8
